Assay outcomes deposited in PubChem by several laboratories.
KCNQ1 inh: blocks the human KCNQ1 potassium channel; B-score at 10 µM; CHO-K1 KCNQ1, FluxOR thallium flux fluorescence; active compounds read high; AID 2642; hit rate 1.3% among 310,000; P51787;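 active means compounds whose thallium flux B-score, printed positive for inhibition, exceeds three library SD while starting fluorescence stays within three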;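 further: channel opened by potassium depolarization with thallium stimulus after 20 min compound exposure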
TMEM16A act: mouse TMEM16A channel activation, primary screen | B-score at 10 µM | HEK293 TMEM16A/YFP-H148Q/I152L, iodide quench fluorescence; active compounds read low | Q8BHY3 | hit rate 0.3% among 340,000;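 active means fluorescence-ratio B-score plate-corrected deviation score at least 3 library SD below zero, with starting fluorescence score within 5 deviations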;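 further: channel opened by trigger with iodide after compound preincubation; score built on the fluorescence ratio of max minus min over baseline; more negative score means more quench and so TMEM16A activation or potentiation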
DYRK1A inh: blocks rat Dyrk1A kinase activity; ADP-Glo luminescence, NFATc1 peptide; inhibition, % at 12.5 µM; hit rate 0.43% among 310,000; in the data active means inhibition above about 50%;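 further: plate controls were vehicle with enzyme for no effect and no enzyme for full effect; many of its hits are not listed in these tables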
hERG rescue: hERG (human) protection from proarrhythmic block; hit rate 0.51% among 310,000; Q12809; activation (rescue from dofetilide block), less the hit threshold, % at 10 µM; AID 1511; CHO-hERG, FluxOR thallium flux, dofetilide IC70 present;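 active means activation above the mean of controls blocked by dofetilide plus 5 SD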;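 further: thallium influx through hERG after potassium depolarization seen as dye fluorescence rise; in these data hits start at about 4.7%; inactives centre near -7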
KCNQ1 act: human KCNQ1 channel potentiation or activation; CHO-K1 KCNQ1, thallium flux FluxOR fluorescence; active compounds read high; P51787; hit rate 0.35% among 310,000; AID 2648; B-score at 10 µM;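 active means fluorescence ratio B-score, a plate-corrected score, at least three library SD, with initial intensity B-score within 5 SD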
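assay system = KCNQ1-transfected CHO-K1 cells | medium = assay buffer with matched DMSO | probe or stimulus = depolarizing K+/Tl+ stimulus, K2SO4 and Tl2SO4 each 12.5 mM in 5x stock | dosing = single dose | incubation = dye 90 min, compound 20 min, room temperature | detection = kinetic FluxOR fluorescence, 10 s baseline plus 110 s post-stimulus | evaluation = ratio B score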
TRPC4 PAM: TRPC4 (mouse) allosteric potentiation; Q9QUQ5; HEK293 TRPC4beta/mu-opioid, DAMGO EC20, Fluo-4 Ca2+ flux; active compounds read high; B-score at 10 µM; hit rate 0.42% among 310,000; AID 2227;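 active means B-score of calcium response area above 5 SD of library B-scores, with initial fluorescence ratio within 5 SD of library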;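 further: B-score of integrated fluorescence ratio over time as area under calcium response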
ANO1 block: mouse TMEM16A channel inhibition, primary screen; normalized B-score (activity score, 25-100; higher = stronger inhibition) at 10 µM; HEK293 TMEM16A/YFP iodide influx fluorescence, ionomycin; Q8BHY3; hit rate 1.2% among 310,000;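 active means ratio plate-corrected score three or more library SD toward inhibition, starting fluorescence score within five deviations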;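 further: score derived from kinetic fluorescence span divided by baseline fluorescence per well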
HDAC3 inh: inhibitors of human histone deacetylase 3; O15379; recombinant HDAC3, fluorogenic peptide/trypsin coupled, fluorescence; inhibition, % at 8.3 µM; hit rate 0.15% among 320,000; AID 2718; in the data active means inhibition above about 26%, passing the limit was not always enough
Target sequence (O15379 whole entry, looked up): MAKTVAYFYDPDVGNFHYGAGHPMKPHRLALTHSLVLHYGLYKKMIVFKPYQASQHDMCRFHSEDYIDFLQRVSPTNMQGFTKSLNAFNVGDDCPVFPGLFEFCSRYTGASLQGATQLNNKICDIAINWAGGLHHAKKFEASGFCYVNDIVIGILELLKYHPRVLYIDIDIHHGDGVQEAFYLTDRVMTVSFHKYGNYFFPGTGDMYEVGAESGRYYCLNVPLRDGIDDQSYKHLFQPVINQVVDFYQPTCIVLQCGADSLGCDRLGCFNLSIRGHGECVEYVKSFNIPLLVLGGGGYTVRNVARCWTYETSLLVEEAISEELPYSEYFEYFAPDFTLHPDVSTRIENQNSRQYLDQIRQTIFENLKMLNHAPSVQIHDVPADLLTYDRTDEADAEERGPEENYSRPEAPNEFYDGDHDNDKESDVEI
TRPC4 agonist: activators of mouse TRPC4 channel. Q9QUQ5. AID 2237. HEK293 TRPC4beta/mu-opioid, Fluo4 calcium fluorescence; active compounds read high. hit rate 0.49% among 310,000. B-score at 10 µM;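 active means B-score above 5 SD of library B-scores, and initial fluorescence ratio not above library mean plus 5 SD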;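 further: positive B-score marks a calcium rise read as TRPC4 activation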
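Assay system – TRPC4beta and mu-opioid receptor HEK293 stable cells · Measured by – Fluo4 fluorescence, kinetic · Schedule – dye loading 45 min room temperature, 110 s kinetic read · Read-out – B-scored integrated calcium fluorescence ratio · Controls – buffer and maximal DAMGO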
KCNK3 inh: human KCNK3 channel inhibition, primary screen | AID 602410 | B-score at 10 µM | CHO-KCNK3 thallium flux, FluxOR fluorescence; active compounds read low | hit rate 0.84% among 340,000;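 active means B-score under library mean minus 4 SD, starting fluorescence ratio at most library mean plus 5 SD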;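 further: more negative B-score means stronger inhibition of thallium flux through KCNK3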
Target sequence (O14649 whole entry, looked up): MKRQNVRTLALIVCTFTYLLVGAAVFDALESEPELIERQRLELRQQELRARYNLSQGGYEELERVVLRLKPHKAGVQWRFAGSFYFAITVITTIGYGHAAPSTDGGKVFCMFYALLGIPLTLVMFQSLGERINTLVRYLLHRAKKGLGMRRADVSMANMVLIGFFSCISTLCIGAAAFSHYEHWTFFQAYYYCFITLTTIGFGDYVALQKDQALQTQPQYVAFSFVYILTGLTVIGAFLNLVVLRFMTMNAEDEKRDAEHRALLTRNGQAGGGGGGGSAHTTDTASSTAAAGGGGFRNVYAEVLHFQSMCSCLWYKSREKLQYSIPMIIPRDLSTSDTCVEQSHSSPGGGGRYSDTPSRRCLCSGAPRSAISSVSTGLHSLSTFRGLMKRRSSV
KCNK9 inh: human KCNK9 channel inhibition; Q9NPC2; HEK293 KCNK9, FluxOR thallium flux fluorescence; active compounds read low; B-score at 10 µM; hit rate 1.2% among 310,000;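 active means ratio B-score over 3 SD below the library mean, with starting fluorescence within 5 SD of its mean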;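 further: negative B-score means less thallium flux so channel inhibition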
* marks the source's active call; other numbers are inactive results; i = inactive; nt = not tested or not shown.

SMILES	KCNQ1 inh	TMEM16A act	DYRK1A inh	hERG rescue	KCNQ1 act	TRPC4 PAM	ANO1 block	HDAC3 inh	TRPC4 agonist	KCNK3 inh	KCNK9 inh
CCOc1ccc(/C=N/n2c(C3CCCCC3)n[nH]c2=S)cc1	i	nt	9	-6	i	i	i	-1	i	i	i
CCc1ccc(NC(=O)CNC(=O)c2cn(-c3ccccc3OC)c(=O)c3ccccc23)cc1	i	i	-2	4	i	i	i	5	i	i	i
Cc1ccnc(SCC(=O)N2CCN(c3ccccc3)CC2)n1	i	i	-1	-4	i	i	i	-9	i	i	i
Cc1nn(C)c2ncc(C(N)=O)c(Oc3ccc(Cl)cc3)c12	i	i	nt	-1	i	i	i	1	i	i	i
O=C(C1CC1)N1CCN(c2ccc(F)cc2)CC1	i	i	-5	-1	i	i	i	2	i	i	i
CC[C@H](C)[C@H](NC(N)=O)C(=O)Nc1ccc(C)cc1	i	i	0	-9	i	i	i	-1	i	i	i
CC(=O)Nc1ccccc1OCC(=O)NCCC1=CCCCC1	i	i	0	-8	i	i	i	6	i	i	i
CC(C)Oc1ccc(C(=O)Nc2ccc([N+](=O)[O-])cc2)cc1	i	i	8	-9	i	i	i	-3	i	i	i
CCOC(=O)C1(CCCc2ccccc2)CCN(C(=O)c2cnc(C)cn2)CC1	i	i	3	-10	i	i	i	3	i	i	i
O=C(N/N=C1\CCCc2ccccc21)c1cccc([N+](=O)[O-])c1	i	i	-1	-1	i	i	i	-5	i	i	i
COC(=O)/C(C#N)=C1/C=Cc2ccccc2N1	i	i	48	-10	i	i	i	2	i	i	i
O=C(NNc1c(Cl)cccc1Cl)c1sccc1Cl	i	i	-2	-1	i	i	i	-1	i	i	i
COc1ccccc1C1CC(c2ccc(C)cc2)Nc2ncnn21 (stereo not given)	i	i	-10	-11	i	i	i	-3	i	i	i
Cc1ccc(S(=O)(=O)N(CC(=O)NCc2ccccc2Cl)C(=O)N2CCN(C)CC2)cc1	i	i	-14	-8	i	i	i	-7	i	i	i
O=C(/C=C/c1ccc(O)c(O)c1)c1ccc(S(=O)(=O)N2CCCCCC2)cc1	i	i	0	-8	i	i	i	6	i	i	i
Cn1c(/C(C#N)=C(\O)c2ccc(Br)s2)nc2ccccc21	i	i	nt	-4	i	i	i	-2	i	i	i
CN(Cc1ccccc1)S(=O)(=O)CCNC(=O)c1ccc2c(c1)OCO2	i	i	-2	-14	i	i	i	0	i	i	i
Cc1ccc(S(=O)(=O)NCc2nnc(SCC(=O)Nc3cccc(C)c3C)n2C)cc1	i	i	-3	-8	i	i	i	10	i	i	i
Cc1ccc(NC(=O)C2CCCN(S(=O)(=O)c3c(C)noc3/C=C/N(C)C)C2)cc1F (stereo not given)	nt	i	-1	nt	nt	nt	i	6	nt	i	nt
Cc1cc(/C=C(\C#N)C(=O)Nc2ccccc2F)c(C)[nH]1	i	i	nt	-17	i	i	i	6	i	i	i
COCCSc1nnc(NC(=O)C2CC(=O)N(c3ccc(OC)cc3)C2)s1 (stereo not given)	i	i	-6	-4	i	i	i	-6	i	i	i
CC1CCc2c(sc3ncnc(NS(=O)(=O)c4cccs4)c23)C1 (stereo not given)	i	i	1	-5	i	i	i	-1	i	i	i
CCCc1nc(SCC(=O)N2CCOCC2)c2c(C)c(C)sc2n1	i	i	1	-6	i	i	i	2	i	i	i
Cc1ccc(-c2nn[nH]n2)cc1Cl	i	i	53*	-2	i	i	i	-1	i	i	i
O=C(NC(=O)c1ccc(Cl)c(Cl)c1)OC1CCS(=O)(=O)C1 (stereo not given)	i	i	5	-9	i	i	i	-4	i	i	i

Next compounds:
SMILES	KCNQ1 inh	TMEM16A act	DYRK1A inh	hERG rescue	KCNQ1 act	TRPC4 PAM	ANO1 block	HDAC3 inh	TRPC4 agonist	KCNK3 inh	KCNK9 inh
OC(COCC1COc2ccccc2O1)CN1CCc2ccccc2C1 (stereo not given)	i	i	-1	-9	i	i	i	-2	i	i	i
O=C(O)CCCCCN1C(=O)/C(=C\c2ccc(-c3ccc(Cl)cc3)o2)SC1=S	i	i	3	-6	i	i	i	-1	i	i	i
COc1ccc(C2=NOC(C)(c3nnc(Cc4ccccc4)o3)C2)cc1 (stereo not given)	i	i	nt	-1	i	i	i	0	i	i	i
O=C(NCCc1ccccc1)c1nc2ncccn2n1	i	i	2	-3	i	i	i	2	i	i	i
COc1cccc(C(=O)OC2CCCN(C)C2)c1 (stereo not given)	i	i	0	-8	i	i	i	-2	129*	i	i
COC(=O)c1cccc(NC(=O)CN2CCOCC2)c1	i	i	-3	-2	i	i	i	-3	i	i	i
CCOc1ccc(-c2nnc(NC(=O)C3CCCC3)o2)cc1	i	i	-1	-12	i	i	i	1	i	i	i
CCOC(=O)Nc1ccc2c(c1)ncn2C1CCCCC1	i	i	1	-9	i	i	i	5	i	i	i
NS(=O)(=O)c1ccc(CCNS(=O)(=O)c2ccc(Cl)nc2)cc1	i	i	-3	-6	i	i	i	-4	i	i	i
COc1cc(CO)ccc1Oc1nc2ccccc2n2cnnc12	i	i	nt	-12	i	i	i	-4	i	i	i
CN1CCN(c2nc(-c3ccccc3)cc(C(F)(F)F)n2)CC1	i	i	4	-16	i	i	i	3	i	i	i
COc1ccccc1Nc1nc(N)nc(CSC(=S)N2CCOCC2)n1	i	i	nt	-12	i	i	i	4	i	i	i
Cc1cc(OCC(=O)Nc2sc3c(c2C#N)CC(C)(C)NC3(C)C)c(C(C)C)cc1Cl	i	i	-4	-10	i	i	i	-4	i	i	i
COc1ccc(C(=O)NC(=S)NCc2ccco2)cc1	i	i	4	-8	i	i	i	8	i	i	i
O=C(Nc1ccon1)c1cnc2sccn2c1=O	i	i	6	-8	i	i	i	-8	i	i	i
O=C(CC(NCCc1ccccc1)C(=O)O)Nc1ccc(O)cc1 (stereo not given)	i	nt	nt	-6	i	i	i	-3	i	nt	i
O=C(OCCN1CCN(c2ncc(C(F)(F)F)cc2Cl)CC1)c1ccc(F)cc1	i	i	1	-8	i	10*	i	2	i	i	i
Cc1noc(C)c1S(=O)(=O)N1CCC(Cc2ccccc2)CC1	i	i	1	-6	i	i	i	0	i	i	i
COc1ccc2c(C)c(C(=O)NCC(C)O)oc2c1OC (stereo not given)	i	i	6	-5	i	i	i	-86	i	i	i
COc1ccc(/C=N\NC(=O)CCN2CCN(c3ccccc3)CC2)cc1OC	i	i	nt	-7	i	i	i	4	i	i	i
C=CCn1c(SCC(=O)NC2CCS(=O)(=O)C2)nnc1-c1ccncc1 (stereo not given)	i	i	-4	-20	i	i	i	3	i	i	i
COc1cccc(NC(=O)CN(c2cccc(OC)c2)S(C)(=O)=O)c1	i	i	2	-12	i	i	i	2	i	i	i
O=C(NCc1ccccc1Cl)NC(=O)c1csc([N+](=O)[O-])c1	i	i	-2	-3	i	i	i	3	i	i	i
CCCC(C(=O)NCC1CCCO1)N(Cc1ccco1)C(=O)CNS(=O)(=O)c1ccc(F)cc1 (stereo not given)	i	i	9	-4	i	i	i	-10	i	i	i
COc1ccc(C(=O)c2ccccc2)c(OCC(=O)NC2CC2)c1	i	i	0	-8	i	i	i	3	i	i	i

Next section:
SMILES	KCNQ1 inh	TMEM16A act	DYRK1A inh	hERG rescue	KCNQ1 act	TRPC4 PAM	ANO1 block	HDAC3 inh	TRPC4 agonist	KCNK3 inh	KCNK9 inh
COc1ccc(C2C(=O)N(CCc3ccccc3)CC(=O)N2C2CCCC2)cc1 (stereo not given)	i	i	1	-12	i	i	i	6	i	i	i
CC(C)Oc1ccccc1C1Nc2ccccc2C(=O)N1c1ccc2c(c1)OCCO2 (stereo not given)	i	i	9	-3	i	i	i	-3	i	-10*	-13*
COc1cccc(Cn2c(NCc3cccnc3)nc3c2c(=O)n(C)c(=O)n3C)c1	i	i	-2	-5	i	i	i	nt	i	i	i
O=C(Cn1c(C(=O)N2CCN(C3CCCCC3)CC2)cc2sccc21)c1ccccc1	i	i	-1	-12	i	i	i	1	i	i	i
COc1ccc(CN2C(=O)CCC(C(=O)O)C2c2ccccc2)cc1 (stereo not given)	i	i	0	-1	i	i	i	0	i	i	i
CCOCCc1nn2c(=O)cc(CSCC(=O)Nc3cc(C)cc(C)c3)nc2s1	i	i	-5	-10	i	i	i	0	i	i	i
Cc1nc(Cl)sc1C(=O)Nc1ccccc1	i	i	3	-1	i	i	i	-6	i	i	i
Cc1nc2ccc([N+](=O)[O-])cc2[nH]1	i	i	13	-13	i	i	i	8	i	i	i
COc1ccc(/C=C/C(=O)O)cc1S(=O)(=O)N1CCC(Cc2ccccc2)CC1	i	i	-6	-8	i	i	i	2	i	i	i
CCN(c1ccc(OC)cc1)S(=O)(=O)c1nnc(NC(=O)COc2ccccc2)s1	i	i	-5	-7	i	i	i	5	i	i	i
O=C(Cn1ncc2c([nH]c3ccccc32)c1=O)N1CCN(c2ccc(F)cc2)CC1	i	i	0	-8	i	i	i	-3	i	i	i
COc1ccc(CCNC(=O)c2cnc3ccccc3n2)cc1	i	i	2	-8	i	i	i	2	i	i	i
CCn1nc(C)c([N+](=O)[O-])c1C(=O)NNC(=O)c1ccccc1Cl	i	i	-8	-7	i	i	i	3	i	i	i
CCCONC(=O)Nc1ccccc1[N+](=O)[O-]	i	i	-1	-9	i	i	i	0	i	i	i
O=C(CS(=O)(=O)c1cn(Cc2ccc(F)cc2)c2ccccc12)N1CCCCC1	i	i	1	-14	i	i	i	-1	i	i	i
Cc1cc2c(N=NC(=O)C3CC3c3ccccc3)c(O)[nH]c2cc1Br (stereo not given)	i	i	0	-3	i	i	i	-3	i	i	i
O=C(c1ccc(S(=O)(=O)N2CCOCC2)cc1)N1CCN(c2ccccc2F)CC1	i	i	3	-11	i	i	i	-7	i	i	i
Cc1noc(C)c1C(=O)Nc1nnc(-c2ccccc2)s1	i	i	-8	-3	i	i	i	-1	i	i	i
CCN(CC)S(=O)(=O)c1ccc(C(=O)NCCN(C)C)cc1	i	i	-1	-6	i	i	i	1	i	i	i
O=C(Nc1ccnn1C1CCN(C(=O)c2cnsn2)CC1)c1cccc(F)c1	i	i	-2	-13	i	i	i	-5	i	i	i
CC(C)c1ccc(NC(=O)CSc2nc3ccccc3nc2N2CCCC2)cc1	i	i	-3	-9	i	i	i	11	i	i	i

Only part of the results is shown; the hit share may differ from the screen's.
